From PubChem
FUS yeast rescue: qHTS for Suppressors of FUS Proteinopathy: Primary screen using FUS-linked yeast assay. S. cerevisiae FUS-expressing, growth rescue, OD600, 24 h. Potency, µM (top dose mostly 76.6 µM), for the others: top-dose growth rescue (activation), hits mostly activators. 0.24% of 390,000 active;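 further: potency means the concentration at half of the fitted maximal effect; plate controls were DMSO vehicle for no effect and reference control for full effect; nearly all actives have a fitted effect of over 55% in size; some results filed as inactive show a strong effect at the top dose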
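Absorbance at 600 nm, taken 24hr after compound addition, measured rescue of FUS-yeast growth at 30C. Induction used 2% galactose with seeding at OD 0.005. Controls: CP55940 from 92uM final, DMSO only.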
D3 antag: qHTS of D3 Dopamine Receptor Antagonist: qHTS; D3R cells, DiscoveRx beta-arrestin luminescence, antagonist mode; hits give low values; 2.5% of 360,000 active; max response, negative = inhibition, %; D(3) dopamine receptor (Homo sapiens), P35462; in the data active means max response below about -50%; inconclusive means no clear call, values can overlap the other calls; further: on the % scale 0 is the no-effect control and ±100 the full control effect; mostly tested at two doses, the higher about 12 µM
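Cells expressing the human receptor were seeded at 1500 cells/well, incubated overnight at 37 degrees C in 5% CO2, then exposed to library compounds with dopamine controls for 90 minutes at 37 degrees C before luminescent detection.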
aSyn yeast inh: qHTS of alpha-syn Inhibitors; Yeast expressing alpha-synuclein, growth rescue, BacTiter-Glo, 24 h; Potency, µM (highest dose often 46.1 µM), without a hit: top-dose growth rescue (activation), actives largely listed as activators; 0.14% of 370,000 active; AID 652106, 2013; further: potency means the concentration at half of the fitted maximal effect; % of control where 0% means no effect; nearly all actives have a fitted effect of over 65% in size
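Readout is rescue of growth in alpha-synuclein-expressing yeast, so inhibitors of toxicity appear as activators. Growth after 24 hr at 30 deg C in galactose medium is quantified by luminescence.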
Abeta rescue: qHTS for compounds that reverse cellular toxicity of Amyloid beta (A-beta) peptide in yeast: Primary Screen; yeast expressing A-beta42, growth rescue, OD600, 48 h; response scale: 0% DMSO, 100% iron-clioquinol control; Potency, µM (titrated, usually from 46.1 µM), inactives show at the highest dose growth rescue, actives largely listed as activators; 0.063% of 410,000 active; AID 1347071, 2019; further: potency means the concentration at half of the fitted maximal effect; nearly all actives have a fitted effect of over 55% in size
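Yeast A-beta toxicity model in growth medium with pinned compounds, 48 h at 30 C; growth read as absorbance at 600 nm. Normalized to FeCl3/clioquinol equimolar mix (positive) and DMSO (negative).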
GLP-1R agonist: qHTS of GLP-1 Receptor Agonists; HEK293 GLP-1R CRE-luciferase, luminescence, 4-6 h; cells express a hypersensitive GLP-1R form; Glucagon-like peptide 1 receptor (Homo sapiens), P43220; Potency, µM (doses to about 45.6 µM), for the others: top-dose activation, most hits filed as activators; 0.007% of 380,000 active; further: potency means the concentration at half of the fitted maximal effect; % of control where 0% means no effect
Target sequence (P43220 whole entry, looked up): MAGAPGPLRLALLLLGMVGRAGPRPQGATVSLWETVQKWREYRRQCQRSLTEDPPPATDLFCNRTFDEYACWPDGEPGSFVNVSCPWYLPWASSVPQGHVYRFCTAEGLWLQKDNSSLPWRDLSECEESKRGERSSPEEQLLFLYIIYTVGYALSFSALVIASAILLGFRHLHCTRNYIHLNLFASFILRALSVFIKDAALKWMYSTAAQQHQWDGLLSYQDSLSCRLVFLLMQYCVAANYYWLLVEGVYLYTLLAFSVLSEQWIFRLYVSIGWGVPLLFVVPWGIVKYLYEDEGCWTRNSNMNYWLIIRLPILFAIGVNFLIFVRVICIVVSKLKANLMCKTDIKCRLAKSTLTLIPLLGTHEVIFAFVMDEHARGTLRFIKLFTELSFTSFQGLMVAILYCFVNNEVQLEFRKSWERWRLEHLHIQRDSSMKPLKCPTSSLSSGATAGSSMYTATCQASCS
GLP-1R inv ag: qHTS of GLP-1 Receptor Inverse Agonists (Inhibition Mode) | 1.6% of 410,000 active | Glucagon-like peptide 1 receptor (Homo sapiens), P43220 | AID 624417, 2012 | HEK293 GLP-1R CRE-luciferase, luminescence, 24 h; GLP-1R form is constitutively active | Potency, µM (titrated, usually from 38.3 µM), for the others: at the top dose activity change, negative = inhibition, actives largely listed as inhibitors; further: potency means the concentration at half of the fitted maximal effect; on the % scale 0 is the no-effect control and ±100 the full control effect; nearly all actives have a fitted effect of over 55% in size
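Luminescence readout: a drop in cAMP-driven luciferase signal flags inverse agonism at a constitutively active GLP-1R stably expressed in HEK293. Compound exposure lasted 24 hr at 37 deg C, 5% CO2.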
TDP43 rescue: qHTS of TDP-43 Inhibitors; TDP-43 expressing yeast growth rescue, BacTiter-Glo, 24 h; Potency, µM (doses to about 46.1 µM), for the others: top-dose growth rescue (activation), most hits filed as activators; 1.8% of 410,000 active; AID 652104, 2013; further: potency means the concentration at half of the fitted maximal effect; % of control where 0% means no effect; nearly all actives have a fitted effect of over 50% in size
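Readout is BacTiter-Glo luminescence of cell growth, so inhibitors register as activators. TDP-43-expressing yeast at OD600=0.02 in galactose medium, after raffinose pregrowth to mid-log, were incubated with compound for 24 hr at 30 deg C.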
PTHR1 agonist: qHTS for PTHR1 Agonists: Primary Screen | Potency, µM (titrated, usually from 115 µM), for inactives: top-dose activation, usual class: activators | AID 743266, 2014 | 0.075% of 410,000 active | HEK293 GP2 PTHR1 cells, GloSensor cAMP luminescence, 1 h; further: potency means the concentration at half of the fitted maximal effect; nearly all actives have a fitted effect of over 55% in size; some results filed as inactive show a strong effect at the top dose; inactives centre near -15; many of its hits are not listed in these tables
Target sequence (Q03431 whole entry, looked up): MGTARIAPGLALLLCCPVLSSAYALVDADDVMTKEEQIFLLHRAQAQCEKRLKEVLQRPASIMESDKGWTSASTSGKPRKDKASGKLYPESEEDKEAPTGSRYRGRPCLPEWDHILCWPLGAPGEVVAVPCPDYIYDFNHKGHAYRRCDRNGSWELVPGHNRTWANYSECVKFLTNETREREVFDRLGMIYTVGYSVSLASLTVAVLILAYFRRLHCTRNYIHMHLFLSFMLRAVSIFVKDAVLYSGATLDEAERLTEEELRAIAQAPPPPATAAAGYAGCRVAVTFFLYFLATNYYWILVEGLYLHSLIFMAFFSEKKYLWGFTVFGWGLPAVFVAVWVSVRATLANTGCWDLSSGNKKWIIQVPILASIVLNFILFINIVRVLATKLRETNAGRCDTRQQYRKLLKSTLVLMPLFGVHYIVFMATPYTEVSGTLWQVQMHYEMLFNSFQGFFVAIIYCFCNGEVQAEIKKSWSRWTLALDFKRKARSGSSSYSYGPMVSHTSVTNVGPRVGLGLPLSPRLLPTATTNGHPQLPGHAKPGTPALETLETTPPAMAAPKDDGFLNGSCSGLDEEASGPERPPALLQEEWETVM
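HEK-293-derived GP2 cells expressing PTHR1 and a GloSensor cAMP reporter, 3,000/well, plated overnight, given luciferin plus IBMX (each 0.5 mM as added) for 1 h at 37 °C, then compound for 1 h at 37 °C. Luminescence was read after 15 min at room temperature.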
pAkt inh: HTS Assay for Inhibitors of Akt Phophorylation: Primary Screen | Neuro2A IGF-stimulated pAkt S473 HTRF, 20 min; hits give low values | activity change, % for hits at 50 µM | 0.32% of 360,000 active | AID 651550, 2012; in the data active means activity change below about -80%; inconclusive means mostly about -51% to -80%; further: on the % scale 0 is the no-effect control and ±100 the full control effect
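Neuro2A cells (4,500/well, DMEM with 0.5% FBS) were treated with compound at a single 50 µM final concentration, stimulated with 6 nM IGF for 20 min at 37 °C, and lysed. Phospho-Akt Ser473 was read by HTRF as 665/615 ratio ×10^4.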
Active calls of the source: *; i = inactive; ? = inconclusive; nt = no result given; & = joins results of further samples; [ ] = another dose, or the depositor's remark. Unless noted, the call rests on the fitted dose curve; in most records, active means well fitted curve in the direction sought with a large enough effect; inconclusive means small, poorly fitted or top-dose-only effect, or another doubt; inactive means no such curve, though single readings can be large; an effect the other way counts as inactive or inconclusive.

Below each SMILES: FUS yeast rescue | D3 antag | aSyn yeast inh | Abeta rescue | GLP-1R agonist | GLP-1R inv ag | TDP43 rescue | PTHR1 agonist | pAkt inh
- CCOc1ncccc1C(=O)OCC(=O)c1ccc(C)c(C)c1
 : 2% | 8 | 15% | 15% | 3% | 10%[7.66 µM] | -12% | i | i
- O=C(NCc1cc(Cl)cc(Cl)c1)c1csc([C@@H]2C[C@H](O)[C@@H](CO)O2)n1
 : -8% | 11 | -9% | ? | 0% | 3% | 27% | -44%[inhibitor] | nt
- Cc1ccc(S(=O)(=O)NNC(=O)c2ccc(F)cc2)cc1
 : -15% | 3 | -4% | -9% | 2% | -5% | 3% | i | i
- CCOC(=O)C1=CCC(c2ccccc2)N(S(=O)(=O)c2ccccc2[N+](=O)[O-])C1 (configuration not stated)
 : 25% | 17 | 0% | 1% | -3% | -16% | 26% | -24% | i
- Cc1nn(C2CCS(=O)(=O)C2)c(Cl)c1/C=C/C(=O)OCC(N)=O (configuration not stated)
 : 6% | 16 | 0% | 8% | -5% | 1% | -12% | -8% | i
- O=C(N/N=C/c1cccnc1)c1cc(C2CC2)nc2ccccc12
 : 14% | 9 | 1% | -8% | 5% | -17% | -7% | -2% | i
- NC(=O)C1CCN(CC(=O)Nc2nc(-c3ccccc3)cs2)CC1
 : -29% | 9 | 8% | 1% | -3% | 9% | 16% | -9% | i
- Cc1ccc(-c2noc(CNC(=O)COc3ccccc3C)n2)cc1
 : ? | -18 | 1% | 9% | 23% | ? | ? | 22% | i
- Cc1ccc(C)c2[nH]c(=O)c(CN(CCN3CCCC3)C(=O)Nc3ccc(F)cc3)cc12
 : 17% | -16 | -11% | 11% | -3% | ? | -14% | -9%[57.5 µM] | i
- O=C(NCc1ccco1)c1cc(-c2ccccc2)c(N2CCOCC2)s1
 : 13% | -2 | 4% | 2% | 0% | ? | 16% | -2%[57.5 µM] | i
- O=c1cc(COc2ccccc2[N+](=O)[O-])nc2sccn12
 : 19% | -2 | 0% | -13% | 1% | 34%[activator] | 7% | -4% | i
- CCCc1nc(-c2ccc(-c3ccc(F)cc3)cc2)no1
 : -3% | 74 | -12% | -1% | -10% | 0% | ? | -15%[57.5 µM] | i
- COc1cc(NCCCn2cnc(C(=O)Nc3ccc(C)c(C)c3)n2)cc(OC)c1OC
 : 31% | -21 | -1% | 1% | 9% | 17% | 20% | 4% | i
- CCSc1ccc(-c2cc(NC=O)c3ncc(-c4cccc(C(=O)N(C)C)c4)n3c2)cc1
 : 25µM* | 0 | 6% | -13% | 18% | -10% | 5% | -40%[inhibitor] | i
- Cc1ccccc1/C=N/NC(=O)c1sccc1C
 : nt | ? | -5% | -8% | -4% | -19% | 3% | -14% | i
- Cc1cc(NS(=O)(=O)N(C)C)ccc1C(C)C
 : 7% | 9 | 5% | 29% | 0% | ? | 11% | -7%[57.5 µM] | i
- Cc1ccccc1N1C(=O)c2ccccc2C1Nc1cccnc1 (configuration not stated)
 : -31% | -8 | -1% | -2% | 0% | 6% | 4% | i | i
- COc1ccc(NC(=O)Cn2c(=O)oc3cc(S(=O)(=O)NCc4ccccc4)ccc32)c(OC)c1
 : ? | nt | nt | 2% | nt | -18% | 25% | -20% | nt
- COc1cccc([C@@H]2CC=C(C(=O)O)[C@H](c3ccccc3)N2S(=O)(=O)c2ccc(C)cc2)c1
 : ? | ? | 1% | -15% | -1% | -18% | -6% | 14% | i
- CSc1nc(=S)n(Cc2ccccc2)c(C)c1C(C)=O
 : nt | -5 | 13% | 6% | 7% | 6% | -4% | -8% | i
- Cc1c(NC(=O)c2ccccc2)c(=O)n(-c2ccccc2)n1C
 : -9% | 4 | 3% | 16% | 12% | 15% | -2% | i | nt
- COc1ccc(N(CC(O)Cn2nnc3ccccc32)S(=O)(=O)c2ccc(C)cc2)cc1 (configuration not stated)
 : 22% | 11 | 2% | -2% | 10% | ? | -4% | i | i
- Cc1cccc(S(=O)(=O)c2c(N)n(/N=C/c3ccco3)c3nc4ccccc4nc23)c1
 : 30% | 8 | 12% | 15% | -18% | -2% | -1% | i | i
- CC(C)(C)C(=O)O/N=C(\N)COc1cccc(Cl)c1
 : 13% | -22 | -48%[inhibitor] | -35%[inhibitor] | 16% | -24% | ? | 4% | i
- CC1Cc2ccccc2C(=O)N1 (configuration not stated)
 : -14% | -3 | 5% | 3% | 14% | 14% | 0% | i | i
- CCc1ccccc1NC(=O)Cn1nc(C(F)(F)F)cc1C1CC1
 : 4% | -11 | 7% | -1% | -1% | 0% | 5% | i | i
- CCCN=C(C)C1=C(O)c2ccccc2C1=O
 : -4% | -21 | -6% | -3% | 16% | 30% | -6% | i | i
- CCCCN(CCCC)C(=O)c1c[nH]c2ccc(S(=O)(=O)Nc3cccc(Cl)c3C)cc2c1=O
 : ? | nt | nt | 6% | nt | ? | 17% | i | nt
- O=C(CSc1n[nH]c(-c2cccs2)n1)NCc1cccs1
 : 9% | 13 | 1% | 12% | -9% | 15% | 7% | -15%[57.5 µM] | i
- COc1cccc(NC(=O)C(NCC(C)(C)CN(C)C)c2ccccc2)c1 (configuration not stated)
 : 18% | -19 | 0% | 5% | -2% | 4% | 1% | -9% | i
- O=C(N/N=C/c1c(O)ccc2ccccc12)c1[nH]ncc1Br
 : 3% | 15 | -2% | -15% | 3% | ? | 2% | -20% | i
- COc1ccc(C(=O)Nc2ccc(SC(F)F)cc2)cc1
 : nt | 12 | 5% | 2% | 3% | -4% | 12% | -20% | i
- C/C(=N/NC(=O)c1ccc(Br)s1)c1ccncc1
 : -8% | 2 | -6% | -6% | 13% | 133%[activator] | 16% | i | i
- Cc1ccccc1N1C(=S)NC2c3ccccc3OC1(C)C2C(=O)N(C)C (configuration not stated)
 : 6% | -1 | -1% | 7% | 1% | 10% | 10% | i | i
- O=C(COc1ccc2ccc(=O)oc2c1)N1CC[C@@]2(O)CCCC[C@H]2C1
 : -9% | 4 | -2% | -6% | 10% | 3% | 12% | -5% | i
- Cc1oc(C(C)(C)C)c(CN2CCOCC2)c1C(=O)O
 : 6% | -5 | -4% | 7% | -2% | 2% | 3% | i | i
- COc1cccc(CN2CC(C(=O)NCCc3ccc(C)o3)CCC2=O)c1 (configuration not stated)
 : nt | 4 | -2% | 7% | -5% | 11% | 9% | i | i
- CCNc1ccc(C(=O)Nc2ccc3nc(C)sc3c2)cc1[N+](=O)[O-]
 : 1% | 12 | 3% | 7% | 2% | 4% | 20% | i | i
- C[C@H](NC(=O)c1ccc(C(C)(C)C)cc1)C(=O)N1CCOCC1
 : -10% | 1 | 0%[1.84 µM] | 5% | 2% | 0% | 16% | i | i
- CC(C)=C(NC(=O)c1ccccc1)C(=O)NCc1ccccc1
 : 6% | -17 | -1% | -21% | 14% | 17% | -18%[0.397 µM] | i | i

Of the compounds above, four have a furan ring, fused or not.
Below each SMILES: FUS yeast rescue | D3 antag | aSyn yeast inh | Abeta rescue | GLP-1R agonist | GLP-1R inv ag | TDP43 rescue | PTHR1 agonist | pAkt inh
- O=C(NCc1ccco1)c1cc(-c2ccccc2)c(N2CCOCC2)s1
 : 13% | -2 | 4% | 2% | 0% | ? | 16% | -2%[57.5 µM] | i
- Cc1cccc(S(=O)(=O)c2c(N)n(/N=C/c3ccco3)c3nc4ccccc4nc23)c1
 : 30% | 8 | 12% | 15% | -18% | -2% | -1% | i | i
- Cc1oc(C(C)(C)C)c(CN2CCOCC2)c1C(=O)O
 : 6% | -5 | -4% | 7% | -2% | 2% | 3% | i | i
- COc1cccc(CN2CC(C(=O)NCCc3ccc(C)o3)CCC2=O)c1 (configuration not stated)
 : nt | 4 | -2% | 7% | -5% | 11% | 9% | i | i

Other entries
Below each SMILES: FUS yeast rescue | D3 antag | aSyn yeast inh | Abeta rescue | GLP-1R agonist | GLP-1R inv ag | TDP43 rescue | PTHR1 agonist | pAkt inh
- N#C/C(=C\c1ccc(-c2ccc(C(=O)O)cc2)o1)c1nc2ccccc2[nH]1
 : ? | 6 | 0% | -3%&-19% | 0% | 20%&16% | -15%&3% | -27% | i
- FC(F)(F)c1cnc(N2CCSCC2)c(Cl)c1
 : 17% | 9 | 1% | 14% | 4% | 4% | -15% | -13% | i
- COc1ccc(OC)c(C(=O)N2CCC(CCC(=O)NC3CC3)CC2)c1
 : -11% | 3 | -7% | 2% | -4% | 10% | -1% | i | i
- O=S(=O)(NCc1ccco1)N1CCOCC1
 : -39% | 26 | 1% | -4%[9.22 µM] | -1% | 4% | 1% | i | i
- O=C(NCc1nnnn1-c1ccc(F)cc1)c1ccc2ccccc2c1
 : -1% | 13 | 0% | -5% | -1% | -12% | ? | i | i
- COC(=O)c1cn(-c2ccccc2)nc1C(=O)OC
 : 23% | -23 | -3% | -1% | 0% | 0% | 18% | -13%[57.5 µM] | i
- COc1ccccc1NC(=O)N1CCc2c([nH]c3ccccc23)C1C(F)(F)F (configuration not stated)
 : -4% | -2 | -26% | 16% | 10% | ? | ? | -39%[inhibitor] | i
- O=C(NCCSCc1ccco1)c1ccc(=O)[nH]c1
 : 11% | -1 | 2% | 11% | 4% | -11% | -6% | -4% | i
- O=C(Nc1c(-c2ccc(Cl)cc2)[nH][nH]c1=O)c1ccccn1
 : -2% | ? | 6% | 0% | -3% | -1% | -3% | 4% | i
- CCN(CC)C(=O)C(C)OC(=O)COc1ccc(Cl)cc1Cl (configuration not stated)
 : nt | 5 | 0% | 22% | -1% | 20% | 9% | -19% | i

Some of the compounds tested, so the mix of outcomes need not match the whole.
